PAX8 reporter: lowers PAX8-driven luciferase in RMG-I cells; actives 1.2% (n = 360,000); RMG-I TPO-luciferase reporter, SteadyGlo, 24 h; AID 652154; inhibition, % at 12.6 µM;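 active means mean replicate inhibition at least 60% with every replicate also reaching 60%; inconclusive means only one of the two criteria is met; inactive means mean below 60% and not all replicates reaching 60%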;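 further: luciferase light reporting Pax8 driven TPO promoter activity; plate controls were median of neutral control wells for no effect and mitoxantrone controls for full effect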
ERAP1 inh: ERAP1 (human) enzyme inhibition | Q9NZ08 | recombinant ERAP1, Leu-AMC fluorescence, 60 min | inhibition, % at 10.7 µM | actives 0.15% (n = 340,000) | AID 652197;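 active means mean replicate inhibition of at least 30%, or all replicates individually reaching that 30% level; inactive means mean below 30% and not every replicate reaching it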;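 further: 0% = neutral control wells and 100% = L-leucinethiol positive control wells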
Target sequence (Q9NZ08 whole entry, looked up): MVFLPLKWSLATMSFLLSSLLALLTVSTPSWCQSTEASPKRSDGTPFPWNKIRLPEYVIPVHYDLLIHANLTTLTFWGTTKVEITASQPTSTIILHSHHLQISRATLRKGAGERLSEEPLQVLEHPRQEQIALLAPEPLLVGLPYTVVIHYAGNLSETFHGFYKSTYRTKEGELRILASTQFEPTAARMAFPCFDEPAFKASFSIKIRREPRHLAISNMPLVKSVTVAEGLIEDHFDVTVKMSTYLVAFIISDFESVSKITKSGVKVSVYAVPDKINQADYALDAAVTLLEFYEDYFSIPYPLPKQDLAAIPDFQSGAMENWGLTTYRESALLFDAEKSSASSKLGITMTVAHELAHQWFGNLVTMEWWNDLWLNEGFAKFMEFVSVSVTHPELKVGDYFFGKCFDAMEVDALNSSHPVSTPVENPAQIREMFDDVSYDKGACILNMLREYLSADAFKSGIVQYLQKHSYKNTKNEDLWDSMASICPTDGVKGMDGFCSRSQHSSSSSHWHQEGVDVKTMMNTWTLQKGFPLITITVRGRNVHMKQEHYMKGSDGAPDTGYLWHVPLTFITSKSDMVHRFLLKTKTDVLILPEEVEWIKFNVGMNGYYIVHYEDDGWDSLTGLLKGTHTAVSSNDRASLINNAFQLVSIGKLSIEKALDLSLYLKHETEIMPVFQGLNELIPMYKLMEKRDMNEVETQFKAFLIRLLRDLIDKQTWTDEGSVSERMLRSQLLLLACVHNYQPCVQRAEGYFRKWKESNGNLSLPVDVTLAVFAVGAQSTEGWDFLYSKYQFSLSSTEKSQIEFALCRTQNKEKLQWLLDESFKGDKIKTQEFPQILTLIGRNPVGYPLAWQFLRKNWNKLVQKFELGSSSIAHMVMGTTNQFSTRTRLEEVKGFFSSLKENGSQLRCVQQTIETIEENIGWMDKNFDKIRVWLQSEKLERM
FN deposition inh: fibronectin deposition inhibition | AH1F fibroblasts, Alexa488-fibronectin deposition fluorescence, overnight | inhibition, % at 12.6 µM | actives 0.086% (n = 350,000) | AID 743247;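 active means mean inhibition across replicates of 30% or more, regardless of how many single replicates reach that level; inconclusive means mean under 30% yet at least half of replicates reach 30%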;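 further: positive control wells lacked labelled fibronectin entirely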
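material = AH1F fibroblast monolayer depositing Alexa488-labelled fibronectin into matrix | amount = 10000 AH1F cells/well | buffer or medium = DMEM plus 2% serum, read in PBS | incubation = 1 h cell adhesion before compound, then overnight fibronectin incubation | detection = fluorescence at 485 nm excitation, 525 nm emission | evaluation = percent inhibition as loss of matrix-bound fibronectin fluorescence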
S100A4 MyoIIA: blocks human S100A4 binding to myosin IIA peptide; inhibition, % at 10.7 µM; AID 652163; S100A4/TAMRA-MyoIIA peptide fluorescence polarization; actives 0.14% (n = 360,000);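 active means mean inhibition of at least 70% across replicates, with every replicate also reaching that level; inconclusive means mean inhibition reaches 70% but some replicates fall short; inactive means mean inhibition below 70%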
Target sequence (P26447 whole entry, looked up): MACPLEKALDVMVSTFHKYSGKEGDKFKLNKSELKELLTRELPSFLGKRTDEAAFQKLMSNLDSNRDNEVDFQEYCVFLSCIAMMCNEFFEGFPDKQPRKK
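Compound dosing: one dose per compound; test system: human S100A4 monomer with TAMRA-labelled myosin IIA peptide; probe or stimulus: TAMRA-labelled myosin IIA heavy-chain peptide probe, 5 nM; medium: HEPES buffer with Ca2+, pH 7.2; schedule: 5 min incubation before reading; benchmarks: neutral control DMSO, positive control TFP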
EWS-Fli inh: EWS/Fli transcriptional activity inhibition; AID 651661; A673 NR0B1-luciferase reporter, viability-normalised; inhibition, % at 12.6 µM; actives 0.67% (n = 350,000);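 active means mean inhibition of at least 50% after viability correction, with every replicate also passing that limit; inconclusive means mean reaches 50% but only one of two replicates passes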;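 further: firefly luciferase signal divided by Alamar Blue viability fluorescence both relative to DMSO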
PGC1a acetyl inh: PGC1a acetylation modulation, inhibitor mode; U2OS PGC1a acetylation, AlphaScreen anti-acetyl-lysine; with virally co-expressed GCN5 acetyltransferase; AID 651687; inhibition, % at 15.6 µM; actives 0.17% (n = 350,000);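 active means every replicate shows inhibition of at least 40%; inconclusive means mean inhibition at least 40% but some replicate below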;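 further: 0% = neutral control wells and 100% = positive control wells; some results beyond the cut were filed as inactive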
PglD inh: blocks C. jejuni PglD acetyltransferase activity | purified PglD enzyme, DTNB colorimetric CoA detection | inhibition, % at 12.5 µM | actives 0.098% (n = 360,000); in the data active means inhibition above about 16%, passing the limit was not always enough; inconclusive means no clear call, values can overlap the other calls; further: strong numbers were not always called active
LGR2 antag: Drosophila LGR2 receptor signaling inhibition | inhibition, % at 9.99 µM | HEK293 LGR2, CRE-luciferase, bursicon-stimulated, 4 h | actives 0.35% (n = 380,000);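 active means drop in luminescence signal, shown as inhibition above about 50% in the replicate tests, limit read from the data, passing the limit was not always enough; inconclusive means probably only some replicates passing the limit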;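 further: agonist challenge used bursicon conditioned medium at about half maximal strength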
An asterisk follows results filed as active; ? = inconclusive; . = no result given.

SMILES	PAX8 reporter	ERAP1 inh	FN deposition inh	S100A4 MyoIIA	EWS-Fli inh	PGC1a acetyl inh	PglD inh	LGR2 antag
CN(CCc1ccccc1)C(=O)c1ccc(NC(=O)Cc2cccc(NC(=O)C3CCN(C(=O)CCc4ccccc4)CC3)c2)cc1	10	.	-12	2	-1	.	1	13
CC(=O)c1c(N2CCOCC2)nc(=O)n(-c2ccccc2)c1C	.	0	.	0	3	?	-5	14
Cc1ccc(CCNC(=O)CNC(=O)c2cccs2)cc1	-18	-3	3	12	-1	-1	.	0
CC(=O)Nc1nc2ccccc2n1CCOc1ccccc1Cl	-17	.	4	.	.	-16	-4	.
CN(Cc1ccccc1F)C(=O)CCCNC(=O)c1ccc(Cl)cc1	8	-2	-2	0	4	-12	2	-12
COc1cc2c(cc1OC)C(c1c(Cl)cccc1Cl)NC(=O)C2 (centres undefined)	26	-1	-8	-2	0	.	2	8
[N-]=[N+]=NCc1ccccc1C[C@@]1(C(=O)N2CCOCC2)N=C(c2ccc(OCCCO)cc2)O[C@@H]1c1ccccc1	-3	-2	.	5	9	.	-11	.
CC(=O)N(C)C[C@H]1Oc2ncc(C#Cc3cccc(F)c3)cc2C(=O)N([C@@H](C)CO)C[C@@H]1C	.	2	5	2	-2	-1	3	10
O=C1CN(Cc2ccccc2)C[C@H]2[C@@H](c3ccc(Br)cc3)[C@@H](CO)N12	-4	1	.	1	2	0	.	-19
CCOc1cc(N2CCOCC2)c(OCC)cc1NC(=O)CN1C(=O)NC(CC(C)C)C1=O (centres undefined)	20	1	9	2	4	-6	.	10
COc1ccccc1OCCC(=O)NNC(=O)c1ccccc1F	-2	7	3	5	-10	8	5	5
N[C@H]1CC[C@@H](CCn2cc(-c3ccccn3)nn2)O[C@H]1CO	-23	2	-12	5	-9	9	-6	-2
CSCCC(NC(=O)c1ccccc1Cl)C(=O)NCC(c1ccc(F)cc1)N1CCOCC1 (centres undefined)	-29	1	2	-2	-2	.	1	6
COC(=O)c1cccc(NC(=O)c2cccc(-n3cnnn3)c2)c1	-6	-3	.	-3	6	-43	0	-12
CC(C)N1CC(C(=O)Nc2cccc([N+](=O)[O-])c2)CC1=O (centres undefined)	16	-4	-3	4	-2	-10	0	7
c1ccc(CCNc2ccc3c(c2)Cc2ccccc2-3)nc1	-202	0	-1	-6	-129	6	4	-68
COC(=O)c1ccc(-n2c(C)nc(=O)c(-c3ccccc3)c2C)cc1	.	0	.	3	-9	.	.	2
CC1(C(=O)NS(=O)(=O)C2CC2)CCN(C(=O)c2ccc3ccccc3n2)C1 (centres undefined)	-2	-2	-7	-1	0	.	0	1
C=CCn1c(SCC(=O)N(CC)c2c(N)n(Cc3ccccc3)c(=O)[nH]c2=O)nnc1-c1ccccc1OC	17	1	0	0	-1	.	-7	8
CCCOc1ccc(-c2c(C(=O)N/N=C/c3ccco3)nnn2-c2nonc2N)cc1	-9	-8	-7	6	-2	-19	-1	2
NS(=O)(=O)c1cccc(NC(=O)CC2(CC(=O)O)CCCC2)c1	9	-4	1	0	5	9	.	-2
O=C(Nc1ccc2c(c1)C(=O)NC2=O)c1ccccc1	5	-3	-18	-1	-10	-6	0	-7
CC(=O)N(CCC1(C(C)C)CCOC(C)(C)C1)Cc1ccco1 (centres undefined)	.	.	-5	8	.	16	1	.
C#CCN(C)CC/C=C1\c2ccccc2CSc2ccccc21	.	11	.	1	.	-9	3	21

Full records, quoted from the list:
Record of Cc1ccc(CCNC(=O)CNC(=O)c2cccs2)cc1 → PAX8 reporter: -18; ERAP1 inh: -3; FN deposition inh: 3; S100A4 MyoIIA: 12; EWS-Fli inh: -1; PGC1a acetyl inh: -1; PglD inh: .; LGR2 antag: 0
Record of c1ccc(CCNc2ccc3c(c2)Cc2ccccc2-3)nc1 → PAX8 reporter: -202; ERAP1 inh: 0; FN deposition inh: -1; S100A4 MyoIIA: -6; EWS-Fli inh: -129; PGC1a acetyl inh: 6; PglD inh: 4; LGR2 antag: -68

Next section
SMILES	PAX8 reporter	ERAP1 inh	FN deposition inh	S100A4 MyoIIA	EWS-Fli inh	PGC1a acetyl inh	PglD inh	LGR2 antag
O=C(c1cccc(F)c1)N1CC[C@H]2[C@H](CO)Nc3ccc(C#Cc4cccc(F)c4)cc3[C@H]21	.	6	16	-5	.	0	.	7
CCOC(=O)C(C)OC(=O)C1=C(C)NC(=O)NC1c1ccc2c(c1)OCO2 (centres undefined)	7	1	-1	-9	30	.	0	8
COC(=O)c1ccc(/C=N/N2CCN(Cc3ccc(Cl)cc3)CC2)cc1	22	.	-1	-2	-1	-1	3	-5
O=C(/C=C/c1ccc(F)cc1)Nc1ccc2[nH]c(=O)[nH]c2c1	10	.	5	-1	7	1	8	-13
CCCNC(=O)Nc1ccc2c(c1)C(=O)N(C)C[C@@H](OC)[C@@H](C)CN(Cc1cccnc1)[C@H](C)CO2	-1	5	5	1	-8	-2	6	-3
O=C(NCc1ccccc1)/C(=C/c1ccco1)NC(=O)c1ccco1	-6	3	-1	2	-1	-1	-1	26
COCC(=O)N1[C@@H](C#N)[C@@H](c2ccccc2-c2cccc(OC)c2)[C@@H]1CO	11	2	-11	-8	-5	-2	.	10
CNC(=O)c1ccsc1NC(=O)c1sc2ccccc2c1Cl	-94	.	0	10	-74	2	1	-119
CC1CCCCN1S(=O)(=O)c1ccc([N+](=O)[O-])cc1 (centres undefined)	-3	14	-17	-25	1	0	-14	-5
CCOc1ccc(-c2nc(C#N)c(N3CCCCCC3)o2)cc1	-2	-3	1	-1	3	-6	0	-2
CC(C)n1c(CN(C)c2ccccc2)nc2ccccc21	24	-1	-19	4	14	19	0	-3
COc1ccc(C(C(=O)NC2CCCCC2)N(C(=O)c2sc(C)nc2C)c2ccccc2)cc1 (centres undefined)	8	0	-34	-1	2	-5	4	2
C[C@@H]1CN([C@@H](C)CO)C(=O)c2cc(-c3ccccc3F)cnc2O[C@@H]1CN(C)C(=O)CN(C)C	.	0	-5	-1	-12	-4	1	-6
CN(C)/C=N/C(=S)Nc1ccc(Cl)c(Cl)c1	-112	10	.	-3	-66	10	-4	-40
C[C@H]1CN([C@@H](C)CO)C(=O)Cc2cc(NS(C)(=O)=O)ccc2O[C@@H]1CN(C)Cc1ccc(C(=O)O)cc1	-5	-1	.	-43	2	4	2	8
Cc1noc(C)c1NC(=O)Nc1ccc2c(c1)C(=O)N([C@H](C)CO)C[C@H](C)[C@H](CN(C)Cc1ccccc1)OCCCC[C@H](C)O2	10	-1	3	13	5	7	5	0
CC(C)NC(=O)N(C)C[C@H]1Oc2ncc(C#CCc3ccccc3)cc2C(=O)N([C@H](C)CO)C[C@H]1C	.	8	-13	12	-7	.	-2	15
Cn1c(=S)c2[nH]c(SCC3CCCO3)nc2n(C)c1=O (centres undefined)	-14	2	-42	2	23	.	.	-18
O=C(C[C@H]1CC[C@@H]2[C@H](COC[C@@H](O)CN2Cc2ccc(Cl)cc2)O1)Nc1nccs1	17	-1	-1	7	31	-29	0	9
COc1ccc2nc3c(c(-c4ccccc4)c2c1)CCC3	-23	-1	11	-2	-19	2	1	-3
Cc1sc(NC(=O)CSc2nnc(-c3ccc(F)cc3)o2)c(C#N)c1C	-59	.	-4	.	.	-5	-1	.
Cc1oc2c(c(C)cc3oc(=O)c(CC(=O)N[C@@H](CCCNC(N)=O)C(=O)O)c(C)c32)c1C	4	-5	8	-4	1	-7	0	12
Cn1c(O)c(N=NC(=O)Cn2c(C(F)(F)F)nc3ccccc32)c2ccccc21	15	-4	2	9	-15	.	.	.
COCC(=O)Nc1ccc2c(c1)C(=O)N(C)C[C@H](OC)[C@H](C)CN(Cc1cccnc1)[C@H](C)CO2	2	-2	15	0	-6	1	3	1
CCOc1ccc(S(=O)(=O)Nc2ccncc2)c(C)c1C	-23	-2	-2	6	4	9	3	-7
CCN(CC)c1ccc(NC(=O)CSc2n[nH]c(-c3ccco3)n2)cc1	-1	3	3	-13	-7	.	3	3
O=C(Nc1ccc(N2CCN(C(=O)c3ccco3)CC2)cc1)c1ccccc1	0	3	-9	1	-16	4	.	-3
CCc1ccc(Nc2nnc(SCC(=O)Nc3sccc3C(N)=O)s2)cc1	-28	.	13	.	.	21	7	-26
COCC#Cc1ccc([C@@H]2[C@H](CO)N3C(=O)CN(C(=O)C4CCC4)C[C@@H]23)cc1	-5	0	4	-13	-1	1	.	4
C[C@H](CO)N1C[C@H](C)[C@@H](CN(C)Cc2ccc(Cl)c(Cl)c2)Oc2ccc(NC(=O)CCC(F)(F)F)cc2CC1=O	.	3	.	1	7	-12	3	-1
COc1ccc(S(=O)(=O)N(C)C[C@@H]2Oc3c(NC(=O)Nc4cccc5ccccc45)cccc3C(=O)N([C@@H](C)CO)C[C@@H]2C)cc1	.	1	-3	-1	4	15	3	-6
CCS(=O)(=O)Nc1cccc(C2=NN(C(=O)c3ccco3)C(c3ccco3)C2)c1 (centres undefined)	-1	1	13	0	34	.	7	8
COc1ccc2c3c([nH]c2c1)[C@@H](CO)N(Cc1ccccc1OC)CC31CN(C)C1	.	51*	.	11	7	-2	.	7
Cc1ccc2oc(-c3ccc(NC(=O)c4ccc5c(c4)OCO5)cc3)nc2c1	-80	.	-1	.	.	0	-6	.
Cc1ccc(C)c(S(=O)(=O)N(C)c2ccc(OC(=O)CN3C(=O)NC4(CCCC4)C3=O)cc2)c1	7	4	.	0	2	.	2	-1
Cc1nnc(-c2cnn(C)c2N)n1CCCN(C)C	15	1	3	13	-3	.	.	5
O=C(O)c1ccc2nc(-c3ccccc3)sc2c1	74*	.	.	.	28	10	-1	63*
Cc1c(NC(=O)COC(=O)CCC(=O)c2ccc(Cl)cc2)c(=O)n(-c2ccccc2)n1C	3	0	1	2	-4	15	1	18
CCOc1ccc(NC(=O)CSc2nc(C3CC3)nc3ccccc23)cc1	12	0	-31	-4	-5	-11	-1	17
Cc1cccc(C)c1NC(=O)C(c1ccc(-c2ccccc2)cc1)n1c(=O)c(-c2cc3ccccc3[nH]2)nc2ccccc21 (centres undefined)	-7	.	-1	8	-60	.	.	-25
CCN(CC(=O)Nc1c(F)cccc1F)C(=O)c1c(-c2ccccc2Cl)noc1C	9	-4	.	3	-6	.	.	-7
Cc1ccc(S(=O)(=O)N(C)C[C@@H]2Oc3ccc(NS(=O)(=O)c4ccc(Cl)cc4)cc3C(=O)N([C@H](C)CO)C[C@@H]2C)cc1	.	-2	.	0	-2	-3	.	15
Cc1ccc(S(=O)(=O)n2nc(OC(=O)c3cccc(F)c3)cc2N)cc1	-7	-1	12	-2	1	11	4	1
C[C@@H]1CN([C@H](C)CO)C(=O)Cc2cc(NC(=O)Nc3ccc(F)cc3)ccc2O[C@@H]1CN(C)S(=O)(=O)c1ccc(F)cc1	.	-1	.	-5	35	8	-1	-3
COc1ccc(CNC(=O)C/C(C)=N/NC(=O)C23CC4CC(CC(C4)C2)C3)cc1	16	3	-11	0	1	-6	-3	17
O=C(NCc1cccnc1)C(=O)NC1CCCCC1	-16	-2	1	-6	-14	.	.	-2

Screens deposited in PubChem BioAssay by Broad Institute.
